# Screening data as filed in PubChem BioAssay.
# TRPV1 agonist: human TRPV1 agonism | TRPV1-expressing cells, Fluo-8 calcium influx, agonist mode | activation, % at 8.33 µM | 320,000 tested, 0.19% active | AID 540275; in the data active = activation above about 80%; inconclusive = between about 30% and that limit; note: 0% is about no effect
#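 TRPV1-expressing cells were cultured overnight at 35.5C and loaded with Fluo-8 calcium dye for 40 to 90 min at room temperature. After a 10 s baseline, compound was added and calcium influx was read kinetically for 3 min (ex 480/em 520 nm).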
# Tb PFK block: blocks T. brucei phosphofructokinase; T. brucei PFK, ADP-Glo luminescence; Potency, µM (series often up to 57.5 µM), without a hit: at the highest dose activity, negative = inhibition, actives largely listed as inhibitors; 330,000 tested, 0.17% active; AID 485367;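 note: potency is the fitted concentration of half-maximal effect; 0% = uninhibited 1x PFK enzyme wells and -100% = no-enzyme wells; nearly all actives have a fitted effect of over 60% in size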
# Target sequence (O15648 whole entry, looked up): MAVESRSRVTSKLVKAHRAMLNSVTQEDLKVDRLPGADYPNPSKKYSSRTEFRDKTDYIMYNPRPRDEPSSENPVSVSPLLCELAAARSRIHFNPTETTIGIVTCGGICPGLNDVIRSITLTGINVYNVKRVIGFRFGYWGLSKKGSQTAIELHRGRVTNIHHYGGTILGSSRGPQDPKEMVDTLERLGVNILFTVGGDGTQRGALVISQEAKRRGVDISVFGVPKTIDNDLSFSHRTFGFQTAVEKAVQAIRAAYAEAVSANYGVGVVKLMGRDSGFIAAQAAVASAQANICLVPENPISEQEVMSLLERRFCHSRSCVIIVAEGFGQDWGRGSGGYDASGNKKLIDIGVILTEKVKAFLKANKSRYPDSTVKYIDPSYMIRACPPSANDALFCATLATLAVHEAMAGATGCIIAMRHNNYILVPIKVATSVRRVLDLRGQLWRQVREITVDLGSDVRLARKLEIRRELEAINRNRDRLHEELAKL
#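 PFK 1.25 nM, F6P 0.5 mM, ATP 0.1 mM, 0.1 M TEA pH 8.0, 5 mM MgCl2, 0.01% Tween20, 0.1% BSA; 45 min RT. ADP-Glo readout. qHTS titration up to 57 uM; curves fitted, compounds curve-classed.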
# Gal4-VP16 FLuc: inhibits Gal4-VP16 luciferase reporter, ROR gamma counter-screen | Drosophila S2 Gal4-VP16 UAS-luciferase, luminescence, 20 h | Potency, µM (titrated, usually from 53.6 µM), inactives show at the top dose activity, negative = inhibition, most hits filed as inhibitors | 310,000 tested, 3.5% active | AID 2546;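 note: Gal4-VP16 expression switched on by copper sulfate through the metallothionein promoter; potency is the fitted concentration of half-maximal effect; % is set by controls: 0 for no effect and ±100 for the full control effect; nearly all actives have a fitted effect of over 50% in size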
# RORg inh: blocks mouse ROR gamma transcriptional activity; AID 2551; Drosophila S2 Gal4-RORgamma UAS-luciferase reporter, 20 h; Potency, µM (series often up to 53.6 µM), for the others: top-dose activity change, negative = inhibition, actives largely listed as inhibitors; P51450; 310,000 tested, 5.4% active; note: potency is the fitted concentration of half-maximal effect; % is set by controls: 0 for no effect and ±100 for the full control effect; nearly all actives have a fitted effect of over 60% in size
#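 ROR gamma transcriptional activity was tracked as Gal4-UAS luciferase output in stably transfected Drosophila Schneider cells, with compound added 1 hr before 700 uM copper sulfate induction and a 20 hr ambient-temperature incubation.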
# NPC1 prom act: activates the NPC1 promoter. Huh7 NPC1 promoter luciferase reporter, 24 h. AID 485313. 320,000 tested, 2.4% active. Potency, µM (series often up to 9.22 µM), for the others: at the top dose activation, hits mostly activators;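 note: potency is the fitted concentration of half-maximal effect; % of control where 0% means no effect; nearly all actives have a fitted effect of over 60% in size; reporter is driven by a mutant NPC1 promoter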
#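 Huh7 reporter cells (NPC1 promoter driving luciferase) are dosed with compound for 24 h at 37 °C, 5% CO2; luciferase detection reagent is then added and luminescence measured after 10 min at ambient temperature.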
# ELG1 repair inh: inhibitors of ELG1-dependent DNA repair in HEK293T cells; HEK293T ELG1-luciferase reporter, luminescence, 16 h; DNA damage induced by 5-fluorouridine; 330,000 tested, 2.3% active; Potency, µM (highest dose often 46.1 µM), inactives show top-dose activity change, negative = inhibition, usual class: inhibitors; note: potency is the fitted concentration of half-maximal effect; % is set by controls: 0 for no effect and ±100 for the full control effect; nearly all actives have a fitted effect of over 55% in size
#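 Cells (2,000 per well) received 5-fluorouridine plus test compound or DMSO and were incubated 16 hr at 37 °C, 5% CO2. Luciferase activity was read by luminescence 30 min after ONE-Glo addition; signal suppression marked inhibition of damage-induced ELG1 function.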
# p53 reactivator: restores transcriptional activity of mutant p53; 320,000 tested, 0.063% active; H1299 p53-A138V BP100-luciferase reporter, luminescence, 24 h; AID 504706; Potency, µM (top dose mostly 92.2 µM), inactives show at the top dose activity change, positive = activation, actives largely listed as activators; note: potency is the fitted concentration of half-maximal effect; % of control where 0% means no effect; nearly all actives have a fitted effect of over 45% in size
#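 H1299 (p53-null), stable ts p53-A138V + BP100-Luc; 1000 cells/well, Opti-MEM/10% FBS; cpd 4 pt, 1:5; 24 h, 37 deg C, 5% CO2; detection reagent 10 min RT; luminescence.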
# ELG1 genotoxic: inducers of genotoxicity in HEK293T ELG1-luciferase cells; HEK293T ELG1-luciferase reporter, luminescence, 16 h; Potency, µM (titrated, usually from 46 µM), for the others: top-dose activity change, positive = activation, usual class: activators; 330,000 tested, 1.3% active; AID 504466; note: potency is the fitted concentration of half-maximal effect; % of control where 0% means no effect; nearly all actives have a fitted effect of over 60% in size
#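 ELG1-luciferase HEK293T cells, 2,000/well; compound pinned in; 16 hr, 37 °C, 5% CO2; ONE-Glo, 30 min RT; luminescence on CCD imager.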
# BRCA1 expr act: BRCA1 expression activation; MCF7-BRCA1-FFLuc reporter, luminescence, 48 h; response scale: scaled: vehicle 0%, 10 µM genistein 100%; Potency, µM (doses to about 46.1 µM), inactives show at the top dose activation, actives largely listed as activators; 380,000 tested, 1.1% active; AID 624202; note: potency is the fitted concentration of half-maximal effect; nearly all actives have a fitted effect of over 80% in size; some results filed as inactive show a strong effect at the top dose
#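 Using MCF7 cells harboring a BRCA1 firefly luciferase reporter, plated 2 h before compound pinning, the screen measured luminescence after 48 h incubation. Responses were normalized to DMSO and 10 microM genistein, then fitted for concentration-effect.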
# Rab9 promoter act: activates the Rab9 promoter | Huh7 Rab9 promoter-luciferase reporter, luminescence, 24 h | 320,000 tested, 2.8% active | Potency, µM (top dose mostly 9.22 µM), for inactives: top-dose activation, negative = inhibition, usual class: activators | AID 485297; note: potency is the fitted concentration of half-maximal effect; % of control where 0% means no effect; nearly all actives have a fitted effect of over 60% in size
#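 Promoter activation is measured as luciferase luminescence in Huh7 cells stably transfected with a Rab9 promoter–luciferase construct, following 24 h compound exposure at 37 °C and 10 min reagent incubation at ambient temperature.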
# FLuc counter: inhibits or activates purified firefly luciferase, miR-21 counter-screen. AID 588342. Potency, µM (doses to about 57.5 µM), for inactives: at the top dose activity change, negative = inhibition, most hits filed as inhibitors. 360,000 tested, 6.9% active. P08659. purified FLuc, Km substrates, luminescence inhibition;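 note: potency is the fitted concentration of half-maximal effect; plate controls were vehicle for no effect and reference inhibitor for full effect; nearly all actives have a fitted effect of over 55% in size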
# Target sequence (P08659 whole entry, looked up): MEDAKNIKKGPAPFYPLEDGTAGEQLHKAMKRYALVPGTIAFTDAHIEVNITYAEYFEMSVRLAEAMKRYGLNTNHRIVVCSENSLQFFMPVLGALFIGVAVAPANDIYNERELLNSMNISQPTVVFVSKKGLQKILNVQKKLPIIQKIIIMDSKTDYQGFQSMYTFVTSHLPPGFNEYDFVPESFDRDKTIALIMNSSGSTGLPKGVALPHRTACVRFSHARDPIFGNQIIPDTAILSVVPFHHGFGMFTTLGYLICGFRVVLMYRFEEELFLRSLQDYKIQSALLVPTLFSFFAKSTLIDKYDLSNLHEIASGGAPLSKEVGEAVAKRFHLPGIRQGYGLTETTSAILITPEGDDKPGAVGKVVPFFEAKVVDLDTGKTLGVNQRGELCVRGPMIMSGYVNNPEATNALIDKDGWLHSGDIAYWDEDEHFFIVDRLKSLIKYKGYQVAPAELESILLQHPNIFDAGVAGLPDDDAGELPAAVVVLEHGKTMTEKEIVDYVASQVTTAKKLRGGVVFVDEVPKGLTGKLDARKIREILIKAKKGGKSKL
#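 Biochemical qHTS of compounds, final roughly 60 µM downward over six points, against 10 nM purified firefly luciferase using Km concentrations of substrates (10 uM D-luciferin, 10 uM ATP) in Tris acetate pH 7.5 buffer; luminescence output.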
# Numbers without * were called inactive; u = inconclusive; x = no result given; [ ] = another dose, or the depositor's remark. Unless noted, calls come from the whole dose curve; as a rule, active = well fitted curve in the direction sought with a large enough effect; inconclusive = small, poorly fitted or top-dose-only effect, or another doubt; inactive = no such curve, though single readings can be large; an effect the other way counts as inactive or inconclusive.
SMILES,TRPV1 agonist,Tb PFK block,Gal4-VP16 FLuc,RORg inh,NPC1 prom act,ELG1 repair inh,p53 reactivator,ELG1 genotoxic,BRCA1 expr act,Rab9 promoter act,FLuc counter
Cc1nc(NC(=O)c2ccccc2)sc1C1(C)CC(c2ccccc2F)=NO1 (centres undefined),26,11%,-15%,3%,5%,u,20%,4%,3%,0%,u
CC(=O)N[C@H]1[C@H](Oc2ccc3c(c2)CCC2C3CC[C@]3(C)C(=O)CCC23)O[C@H](CO)[C@@H](O)[C@@H]1O (some centres undefined),1,-1%,-11%,-11%,-7%,-14%,-2%,3%,-24%,4%,-2%
Cc1cccc(C)c1Nc1nnc(SCC(=O)NCc2cccs2)s1,-2,-1%,-5%,-1%,3%,6%,-10%,-1%,-1%,-2%,0%
Cc1cccc(C(=O)N2CCN=C2SCc2ccc([N+](=O)[O-])cc2)c1,3,-5%,-1%,13%,-4%,-14%,1%,-8%,-28%,0%,2%
Cc1cc(C(=O)CSc2nc3ccccc3n2C)c(C)n1C,10,-8%,u,-18%,14%,u,2%,4%,45%,-7%,u
NC(=O)C[n+]1cccc(C(=O)Nc2ccccc2)c1,-4,2%,-8%,-1%,-3%,-10%,-4%,-9%,4%,3%,0%
COC(=O)CN1C(=O)[C@H]2[C@@H](/C=C/c3ccccc3)N3C(=O)CN(Cc4ccccc4)C(=O)[C@@]3(Cc3ccccc3)[C@H]2C1=O,2,-5%,0%,15%,1%,-12%,x,0%,-1%,2%,-2%
O=C(COc1ccc(Br)cc1Br)NC(=S)N1CCCc2ccccc21,1,0%,6%,2%,-1%,u,28%,23µM*,-8%,20%,17µM*
O=C(Cn1cnc2c(cnn2-c2ccc(Cl)cc2)c1=O)NCCc1ccccc1,-2,-3%,-4%,-11%,1%,-6%,4%,-1%,7%,-1%,-1%
CC1(C)NC(=O)N(CC(O)COc2ccccc2C(=O)Nc2ccccc2)C1=O (centres undefined),1,0%,-1%,9%,-5%,-26%,-3%,-8%,0%[1.84 µM],-1%,-3%[2.3 µM]
Cc1ccc(C)c(S(=O)(=O)C(C#N)c2nc3ccccc3nc2N2CC(C)OC(C)C2)c1 (centres undefined),1,-3%,u,-30%,-1%,u,10%,-16%,-77%,-19%,1%
CN(C)S(=O)(=O)c1cccc(-c2nnc(-c3ccccc3)o2)c1,u,2%,u,36%,u,u,8%,u,76%,u,24µM*
Oc1ccccc1CNCCCNCc1ccccc1O,u,-2%,-4%,-8%,0%,9%,5%,0%,-23%,2%,2%
CCOC(=O)[C@@H]1[C@H]2COc3cc(OC)ccc3[C@H]2N2C(=O)N(c3ccc(C(F)(F)F)cc3)C(=O)[C@]12C,x,1%,x,x,x,23µM*,6%,-9%,-25%,x,x
CCn1c2ccccc2c2nnc(SCC(=O)Nc3cc(C)on3)nc21,0,-14%,9%,-2%,-1%,0%,0%,1%,5%,-7%,13%
COc1ccc(CNC(=O)CSc2nnc(C)n2-c2ccc(F)cc2)cc1,-1,-12%,8%,5%,-1%,0%,-3%,4%,5%,3%,2%
COc1ccc(CNS(=O)(=O)c2ccc(Br)s2)cc1,2,0%,3%,-8%,-3%,6%,1%,0%,-4%,0%,-2%
Cc1c(OCC(=O)N2CCC(C(N)=O)CC2)ccc2c3c(c(=O)oc12)CCC3,-1,-2%,0%,-4%,-3%,u,x,15%,1%,-1%,-3%
O=C(O)c1cccc(N/N=C/c2sc(N3CCOCC3)nc2-c2ccccc2)c1,-6,3%,-3%,15%,4µM*,u,u,15µM*,61%,2.8µM*,1.2µM*
Oc1ccccc1/C=N/n1cnnc1,-3,-1%,-2%,-3%,-2%,12%,-4%,1%,9%,3%,-1%
CCCC/C(O)=C1\C(=O)CC(C)(C)CC1=Nc1ccc(N)cc1,-1,0%,12%,0%,-3%,-7%,-4%,-10%,27%,-2%,-3%
Cc1ccc(OCC(=O)N/N=C/c2cn[nH]c2-c2ccc(Cl)c(Cl)c2)cc1,-8,-5%,-18%,u,1%,-29%,-24%,-3%,5%,-4%,3%
COc1ccc(Cl)cc1S(=O)(=O)N1CCN(C(=O)c2n[nH]c(=O)c3ccccc23)CC1,x,-1%,x,x,x,u,-9%,11%,-20%,x,x
CN(C)S(=O)(=O)c1ccc(-c2csc(-c3cccnc3)n2)cc1,2,-2%,-16%,31%,-1%,8%,1%,1%,58%,18%,u
Nc1nc(-c2sc3nc4c(cc3c2N)CCCC4)nc(N2CCOCC2)n1,7,1%,-3%,0%,u,6.5µM*,4%,10%,-32%,u,0.67µM*
SMILES,TRPV1 agonist,Tb PFK block,Gal4-VP16 FLuc,RORg inh,NPC1 prom act,ELG1 repair inh,p53 reactivator,ELG1 genotoxic,BRCA1 expr act,Rab9 promoter act,FLuc counter
O=C(CSc1ncnc2sc3c(c12)CCC3)NCC1CCCO1 (centres undefined),5,-5%,-15%,13%,-1%,-6%,-11%,2%,-1%,18%,-1%
CCN1C(=O)[C@H]2[C@@H](c3ccc(-c4ccc(Cl)c(Cl)c4)cc3)N3CCCC[C@@]3(C(=O)OC)[C@H]2C1=O,-6,-6%,x,x,-3%,25%,3%,-1%,0%,-2%,3%
Cc1ccc(O)c(N=Cc2cc(Cc3ccccc3)cc([N+](=O)[O-])c2O)c1,2,-9%,-17%[10 µM],13µM*,-4%,u,4%,-7%,-79%[inhibitor],-2%,u
COc1cc2nc(Nc3cccc(F)c3)nc(N)c2cc1OC,-1,16%,-2%,24%,0%,u,8%,-6%,-2%,0%,u
CCN1C(=O)/C(=C/c2cccs2)SC1=Nc1ccc(OC)cc1,-2,-3%,-6%,13%,-5%,3%,7%,0%,9%,-3%,0%
O=C(Nc1ccccc1C(=O)O)c1ccc(NC(=O)C2CC2)cc1,1,0%,3%,-26%,1%,25%,-4%,-11%,14%,0%,0%
CCCCCOC(=O)C1=C(C)NC(=O)NC1c1ccc2c(c1)OCO2 (centres undefined),0,-3%,-3%,-18%[1.91 µM],2%,-6%,7%,-1%,-24%,-1%,-1%
COC(=O)/C(=N\OCc1ccc(C#N)cc1)c1c(C)nn(C)c1C,0,0%,-16%,5%,-4%,6%,5%,2%,-6%,5%,1%
Cc1c(/C(O)=C2\C(=O)C(=O)N(CCCN(C)C)C2c2ccccc2)cnn1-c1ccccc1 (centres undefined),-3,4%,-2%,-10%,0%,0%,5%,0%,6%,3%,u
CC(=O)Cc1nsc(NC(=O)c2ccccc2Cl)n1,1,7%,20%,35%,-1%,u,0%,9%,23%,0%,-10%
COc1ccc(-c2cccc(NC(=O)c3ccc4c(c3)OCO4)c2)nn1,0,-8%,x,x,3%,u,-10%,-17%,-2%,-8%,15µM*
CCOC(=O)C1=NOC(CN(c2ccccc2)S(=O)(=O)c2ccc(Cl)cc2)C1 (centres undefined),3,-3%,-15%,13%,-5%,1%,0%,-3%,-16%,1%,1%
O=C(COCC(=O)NCc1ccccc1)NCc1ccccc1,-4,-6%,u,-16%,11%,17%,-2%,-1%,4%,-3%,-2%
O=c1oc2ccccc2c(Nc2ccc3ccccc3c2)c1[N+](=O)[O-],1,-2%,-15%,20%,-16%,-4%,21%,-6%,-77%,19%,-16%
CCN(C[C@H]1N[C@@](Cc2ccccc2)(C(=O)OC)[C@H]2C(=O)N(Cc3ccccc3)C(=O)[C@@H]12)C(=O)NC(C)C,x,0%,x,x,x,u,-6%,-4%,-19%,x,x
COc1cccc(OC)c1C(=O)Nc1ccc(CN2CCCCC2)cc1,-2,8%,-1%,3%,-2%,-5%,2%,-1%,-17%,0%,3%
COc1ccc(CC(=O)NCc2ccc3c(c2)cc(C)n3C)cc1,u,1%,-1%,3%,-9%,3%,-2%,3%,-24%,-3%,-6%
COc1cc(C(=O)NCCCOC(C)C)ccc1OC1CCN(C(C)=O)CC1,4,1%,8%,3%,-3%,10%,x,3%,0%,0%,4%
Cc1ccc(/C=C2\NC(=S)NC2=O)cc1[N+](=O)[O-],2,-4%,-3%,7%,-3%,u,1%,0%,4%,12%,-1%
CCOc1ccc(Cn2c(=O)sc3ccccc32)cc1OC,13,-17%,-18%,u,-8%,u,-5%,-2%,-14%,-1%,-4%
CCc1cc2cccc(C)c2nc1SCC(=O)Nc1cc(C)on1,12,-5%,3%,-24%,-1%,u,0%,1%,-3%,2%,-2%
COc1ccc(OC)c(NC(=O)CCc2nnc3ccc(N4CCC(C)CC4)nn23)c1,3,-5%,-12%,0%,0%,u,-13%,-4%,0%,1%,2%
